Screening results deposited in PubChem by National Center for Advancing Translational Sciences (NCATS).
GLP1R cytotox = cytotoxicity in counter-screen for GLP-1R inverse agonists; AID 624418; Potency, µM (series often up to 38.3 µM), without a hit: at the top dose activity change, negative = inhibition, most hits filed as inhibitors; HEK293 cAMP-luciferase reporter cells, luminescence, 24 h; 0.13% of 410,000 active;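 further: loss of luciferase light is scored as toxicity; potency means the concentration at half of the fitted maximal effect; on the % scale 0 is the no-effect control and ±100 the full control effect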
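1536-well qHTS counterscreen of the MLSMR; 200 cells/uL, 12 h pre-incubation, 23 nL cpd, 24 h at 37 deg C 5% CO2, luciferase detection reagent, 12 min RT, luminescence. Inhibition = undesired.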
PTHR1 agonist = activates the human parathyroid hormone receptor PTHR1. Q03431. HEK293 GP2 PTHR1 cells, GloSensor cAMP luminescence, 1 h. Potency, µM (highest dose often 115 µM), for the others: at the top dose activation, hits mostly activators. 0.075% of 410,000 active. AID 743266; further: potency means the concentration at half of the fitted maximal effect; nearly all actives have a fitted effect of over 55% in size; some results filed as inactive show a strong effect at the top dose; inactives centre near -15; many of its hits are not listed in these tables
Target sequence (Q03431 whole entry, looked up): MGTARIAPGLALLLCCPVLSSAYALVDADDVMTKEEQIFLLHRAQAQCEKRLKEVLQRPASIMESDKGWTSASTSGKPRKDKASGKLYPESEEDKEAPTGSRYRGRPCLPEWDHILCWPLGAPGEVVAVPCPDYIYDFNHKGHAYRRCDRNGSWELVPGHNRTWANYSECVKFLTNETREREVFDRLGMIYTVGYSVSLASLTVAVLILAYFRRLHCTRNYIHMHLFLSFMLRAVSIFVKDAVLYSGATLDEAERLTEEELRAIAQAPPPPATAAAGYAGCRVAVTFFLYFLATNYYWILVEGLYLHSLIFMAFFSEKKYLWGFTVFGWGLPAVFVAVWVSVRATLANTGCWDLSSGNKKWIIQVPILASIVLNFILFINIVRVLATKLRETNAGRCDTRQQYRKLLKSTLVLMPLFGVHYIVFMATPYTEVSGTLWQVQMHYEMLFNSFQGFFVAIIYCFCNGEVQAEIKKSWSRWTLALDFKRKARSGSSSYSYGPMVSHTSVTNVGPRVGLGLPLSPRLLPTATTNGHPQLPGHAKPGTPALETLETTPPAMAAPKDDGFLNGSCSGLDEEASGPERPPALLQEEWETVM
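HEK-293-derived GP2 cells expressing PTHR1 and a GloSensor cAMP reporter, 3,000/well, plated overnight, given luciferin plus IBMX (each 0.5 mM as added) for 1 h at 37 °C, then compound for 1 h at 37 °C. Luminescence was read after 15 min at room temperature.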
MmCpn inh = blocks the Methanococcus maripaludis chaperonin Mm-Cpn; AID 504842; purified Mm-Cpn ATPase, ADP Transcreener TR-FRET; 0.031% of 330,000 active; Potency, µM (series often up to 76.9 µM), for inactives: top-dose activity, negative = inhibition, actives largely listed as inhibitors; further: potency means the concentration at half of the fitted maximal effect; on the % scale 0 is the no-effect control and ±100 the full control effect; nearly all actives have a fitted effect of over 80% in size
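Measured: ADP formation by purified Mm-CPN. Conditions: 25 nM protein, 10 uM ATP, Tris pH 7.4 with Mg2+, K+ and DTT, 37°C for 30 min. Detection: Transcreener HTRF after 30 min at room temperature.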
pAkt inh = blocks phosphorylation of Akt | Neuro2A IGF-stimulated pAkt S473 HTRF, 20 min; stronger effect = lower value | activity change, % for hits at 50 µM | 0.32% of 360,000 active; in the data active means activity change below about -80%; inconclusive means mostly about -51% to -80%; further: on the % scale 0 is the no-effect control and ±100 the full control effect
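Neuro2A cells (4,500/well, DMEM with 0.5% FBS) were treated with compound at a single 50 µM final concentration, stimulated with 6 nM IGF for 20 min at 37 °C, and lysed. Phospho-Akt Ser473 was read by HTRF as 665/615 ratio ×10^4.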
GLP-1R inv ag = GLP-1 receptor (human) inverse agonism. P43220. HEK293 GLP-1R CRE-luciferase, luminescence, 24 h; GLP-1R form is constitutively active. Potency, µM (top dose mostly 38.3 µM), for inactives: at the highest dose activity change, negative = inhibition, most hits filed as inhibitors. 1.6% of 410,000 active. AID 624417; further: potency means the concentration at half of the fitted maximal effect; on the % scale 0 is the no-effect control and ±100 the full control effect; nearly all actives have a fitted effect of over 55% in size
Target sequence (P43220 whole entry, looked up): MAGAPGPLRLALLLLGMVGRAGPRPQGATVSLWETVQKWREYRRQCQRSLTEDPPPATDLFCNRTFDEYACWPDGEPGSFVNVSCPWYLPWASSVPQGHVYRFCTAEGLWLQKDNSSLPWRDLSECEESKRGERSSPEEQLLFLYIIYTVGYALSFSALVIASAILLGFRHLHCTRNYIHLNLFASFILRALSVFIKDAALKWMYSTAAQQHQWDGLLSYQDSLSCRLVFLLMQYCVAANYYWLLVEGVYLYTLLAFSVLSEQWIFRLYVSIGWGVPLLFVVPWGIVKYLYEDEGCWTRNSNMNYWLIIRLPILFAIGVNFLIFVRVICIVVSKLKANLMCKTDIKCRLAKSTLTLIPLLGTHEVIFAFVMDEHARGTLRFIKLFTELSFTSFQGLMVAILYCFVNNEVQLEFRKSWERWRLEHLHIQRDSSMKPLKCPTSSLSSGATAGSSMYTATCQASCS
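Cells are plated, allowed 12 hours at 37 deg C, then treated with compounds for 24 hr before luciferase detection reagent is added and luminescence is read after 12 min at room temperature. The HEK293 line carries constitutively active GLP-1R with a cAMP-responsive reporter.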
aSyn rescue = rescues yeast growth from alpha-synuclein toxicity | Yeast expressing alpha-synuclein, growth rescue, BacTiter-Glo, 24 h | Potency, µM (series often up to 46.1 µM), for the others: at the top dose growth rescue (activation), hits mostly activators | 0.14% of 370,000 active | AID 652106; further: potency means the concentration at half of the fitted maximal effect; % of control where 0% means no effect; nearly all actives have a fitted effect of over 65% in size
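Readout is rescue of growth in alpha-synuclein-expressing yeast, so inhibitors of toxicity appear as activators. Growth after 24 hr at 30 deg C in galactose medium is quantified by luminescence.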
Abeta yeast res = restores growth of yeast expressing A-beta42 peptide; 0.063% of 410,000 active; yeast expressing A-beta42, growth rescue, OD600, 48 h; response scale: 0% DMSO, 100% iron-clioquinol control; Potency, µM (doses to about 46.1 µM), inactives show top-dose growth rescue, hits mostly activators; further: potency means the concentration at half of the fitted maximal effect; nearly all actives have a fitted effect of over 55% in size
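Yeast A-beta toxicity model in growth medium with pinned compounds, 48 h at 30 C; growth read as absorbance at 600 nm. Normalized to FeCl3/clioquinol equimolar mix (positive) and DMSO (negative).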
FUS yeast rescue = FUS proteinopathy suppression in yeast; S. cerevisiae FUS-expressing, growth rescue, OD600, 24 h; Potency, µM (series often up to 76.6 µM), without a hit: top-dose growth rescue (activation), actives largely listed as activators; 0.24% of 390,000 active; AID 1347120;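 further: potency means the concentration at half of the fitted maximal effect; plate controls were DMSO vehicle for no effect and reference control for full effect; nearly all actives have a fitted effect of over 55% in size; some results filed as inactive show a strong effect at the top dose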
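Yeast FUS proteinopathy model; galactose-induced FUS (2%), starting OD 0.005. Cpds in dilution series, 24hr, 30C, 99% humidity. Abs 600 nm growth. Pos ctrl CP55940 (top 92uM final); neg ctrl DMSO.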
TDP43 rescue = rescues yeast growth from TDP-43 toxicity. 1.8% of 410,000 active. TDP-43 expressing yeast growth rescue, BacTiter-Glo, 24 h. Potency, µM (top dose mostly 46.1 µM), for the others: top-dose growth rescue (activation), most hits filed as activators; further: potency means the concentration at half of the fitted maximal effect; % of control where 0% means no effect; nearly all actives have a fitted effect of over 50% in size
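In this qHTS, compounds that restore growth of yeast expressing TDP-43 appear as activators. Cells (OD600=0.02, galactose medium, raffinose-pregrown) are incubated with compound 24 hr at 30 deg C and growth is quantified by BacTiter-Glo.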
An asterisk follows results filed as active; i = inactive; ? = inconclusive; nt = no result given; & = joins results of further samples; [ ] = another dose, or the depositor's remark. Unless noted, the call rests on the fitted dose curve; in most records, active means well fitted curve in the direction sought with a large enough effect; inconclusive means small, poorly fitted or top-dose-only effect, or another doubt; inactive means no such curve, though single readings can be large; an effect the other way counts as inactive or inconclusive. An excerpt; count on the stated rates, not on these rows.

Order of values: GLP1R cytotox	PTHR1 agonist	MmCpn inh	pAkt inh	GLP-1R inv ag	aSyn rescue	Abeta yeast res	FUS yeast rescue	TDP43 rescue
- O=C(Nc1ccc(Cl)cc1)C1(S(=O)(=O)c2ccccc2)CC1
→ 4%	0%	-1%	i	-27%	30%	?	-7%	15%
- O=C(C[C@H]1C[C@@H]2c3cc(NS(=O)(=O)c4ccccc4)ccc3O[C@@H]2[C@H](CO)O1)N1CCOCC1
→ 5%	-24%	nt	i	16%	-4%	-7%	-13%	0%
- Cc1ccc(-c2ccc(=O)n(CCC(=O)NCCc3ccccc3)n2)cc1
→ 0%	2%	nt	nt	3%	19%	-20%	10%	3%
- O=C(Nc1cccc(C(=O)Nc2ccc(Br)cc2)c1)c1ccccc1
→ -3%	-73%[inhibitor]	1%	i	18%	-7%	-10%	-19%	20%
- Nc1nc(SCc2ccccn2)c2ncn(C3CCCC3)c2n1
→ 2%	-17%	nt	i	94%[activator]	1%	-1%	9%	7%
- Cc1csc(N/N=C/c2ccc(O)c([N+](=O)[O-])c2)n1
→ ?	-8%	-2%	i	22%	-12%	0%	nt	30%
- Cc1cc2nccnc2cc1C
→ ?	i	nt	i	-30%	4%	14%	-14%	-12%
- Fc1cccc(CCN2C(=S)NC[C@@H]2Cc2ccccc2)c1
→ ?	i	nt	i	?	18%	2%	25%	?
- O=S(=O)(Nc1ccc(Cl)cn1)c1cnc(Cl)c(Br)c1
→ -5%	-33%	0%	i	3%	-2%	-4%	4%	1%
- CC(C)(C)N/N=C/c1cc(Cl)cc([N+](=O)[O-])c1O
→ ?	-34%[inhibitor]	1%	i	-1%	-62%[inhibitor]	-70%[inhibitor]	nt	-92%[inhibitor]
- COc1ccccc1N1CCN(C2CCCN(C(=O)c3cccc(-c4ccco4)c3)C2)CC1 (stereo not drawn)
→ ?	-35%[inhibitor]	-4%	i	?	2%	7%	10%	19%
- CCSc1nnc2c(n1)OC(C)(C)Nc1ccccc1-2
→ -8%	i	0%	i	0%	3%	-21%	?	-12%
- Cc1cccc(N2CCN(C(=O)c3cccc(N4C(=O)C5C6C=CC(C6)C5C4=O)c3)CC2C)c1 (stereo not drawn)
→ -20%	-33%[inhibitor]	1%	i	?	6%	1%	29%	-4%
- COc1cccc(-c2nnc(Nc3nc4c(F)cccc4s3)o2)c1
→ 1%	-16%[57.5 µM]	-4%	i	?	6%	7%	-16%	-18%
- CC(C(=O)NCc1ccc(Cl)cc1)n1ccc2cc(S(=O)(=O)N3CCCC3)ccc21 (stereo not drawn)
→ 5%	-39%[inhibitor]	nt	nt	?	nt	-13%	?	16%
- COc1ccc(N2CCN(CCCNC(=O)C(=O)c3c(C)n(C)c4ccccc34)CC2)cc1
→ -2%	i	-4%	i	0%	-1%	-5%	4%	7%
- COc1cc(CN2CCCC(CO)(Cc3cccc(Cl)c3)C2)cc(OC)c1O (stereo not drawn)
→ 3%	-63%[inhibitor]	1%	i	?	8%	15%	9%	11%
- CC(NC(=O)COC(=O)c1ccc(N(C)C)cc1)c1ccccc1 (stereo not drawn)
→ 6%	i	-3%	i	-17%	8%	5%	8%	0%
- COc1ccc(SCCN2CC[C@@H](C(C)(C)C)CCC2=O)cc1
→ ?	-31%[inhibitor]	2%	i	?	27%	-19%	?	1%
- C[C@@]12CC(=O)NC1N(C(=O)c1ccccc1)C(c1ccccc1OC(=O)c1ccccc1)C2 (stereo partly drawn)
→ -11%	-8%[57.5 µM]	3%	i	?	8%	7%	7%	2%
- NC(=O)c1c(NC(=O)CS(=O)(=O)c2ccc(Cl)cc2)sc2c1CCCCC2
→ -14%	-14%	nt	nt	?	nt	-16%	21%	3%
- COc1cccc(NC(=O)C2(C)CCN2C(=O)CC2CCCC2)c1 (stereo not drawn)
→ -5%	i	nt	i	-15%	0%	-4%	6%	0%
- COc1ccc(CN2C3CCC2CC(NC(=O)c2cccc(F)c2)C3)cc1 (stereo not drawn)
→ -31%	-11%	-2%	i	18%	5%	3%	-27%	13%
- S=C(NCCc1ccc(Cl)cc1)NCc1ccco1
→ 0%[7.66 µM]	-12%	-2%	i	5%[7.66 µM]	1%	?	-7%	16%[9.22 µM]
- Cc1ccc(-c2ccc(CCC(=O)O)n2-c2ccc(C)c(Cl)c2)cc1
→ 21%	-2%	nt	nt	-15%	nt	-11%	14%	17%
- O=C(CSc1nc2ccccc2c(=O)n1-c1ccccc1Cl)NC1CCS(=O)(=O)C1 (stereo not drawn)
→ -6%	i	0%	i	12%	-1%	-3%	-9%	-4%
- COc1ccc(OC)c(N(CC(=O)Nc2cccnc2)S(=O)(=O)c2ccc(OC)c(OC)c2)c1
→ 7%	-15%	-1%	i	24%	-2%	17%	9%	8%
- O=C(Oc1ccc(-c2csnn2)cc1)C1CC1
→ 3%	i	1%	i	14%	-4%	-10%	-1%	-5%
- CCn1c(CSc2nc3ccccc3[nH]2)n[nH]c1=S
→ 5%	-7%	1%	i	0%	-1%	15%	12%	-5%
- Cc1nn(-c2ccc(F)cc2)c2sc(C(=O)OC3CCOC3=O)cc12 (stereo not drawn)
→ 1%	-13%[57.5 µM]	-3%	i	2%	5%	-11%	16%	9%
- C=CCc1ccc(OCC(O)CN2CCN(Cc3ccccc3)CC2)c(OC)c1 (stereo not drawn)
→ -35%	i	-2%	i	?	1%	6%	-13%	3%
- COC(=O)c1cc(NC2c3ccccc3C(=O)N2CCN2CCOCC2)cc(C(=O)OC)c1 (stereo not drawn)
→ 5%	i	1%	i	8%	-2%	0%	-2%	2%
- CCCN(Cc1cc2cccc(C)c2[nH]c1=O)C(=O)c1cccc(Cl)c1
→ 0%	-15%	nt	nt	4%	nt	7%	-8%	24%
- COC(=O)c1ccsc1NC(=O)CN1CCN(Cc2ccc3c(c2)OCO3)CC1
→ -15%	-26%[57.5 µM]	-13%	i	-13%	-11%	-14%	21%	-23%
- COc1cccc(NC(=O)Cn2c(=O)n(CCCC(=O)NCc3ccc4c(c3)OCO4)c(=O)c3ccccc32)c1
→ 4%	-3%	nt	nt	5%	nt	3%	-16%	21%
- CCCCCNC(=O)N[C@H](C(=O)O)C(C)C
→ 22%	-6%	3%	i	-5%	-1%	5%	nt	-2%
- CC(C)CCNC(=O)COc1ccc(C(=O)c2ccccc2)cc1
→ -13%	i	0%	i	?	4%	-7%	-2%	5%
- Cc1ccc(-c2nnc(-c3ccc(NC(=O)Cc4cccs4)cc3)o2)cc1
→ 1%	-7%[57.5 µM]	-2%	i	8%	0%	-23%	?	-24%
- COc1ccc(-c2c3c(=O)n(C)c(=O)n(C)c3cn2-c2cccc(OC)c2)cc1
→ -22%	i	-3%	i	19%	11%	-18%	70%	-30%[inhibitor]
- CCCN(CCC)S(=O)(=O)c1ccc(NC(=O)c2cc(C(=O)OC)cc([N+](=O)[O-])c2)cc1
→ 21%	2%	2%	i	?	0%	-4%	nt	-9%
- O=C(Cn1c(=O)n(-c2ccccc2)c(=O)c2ccc(C(=O)NCc3ccc4c(c3)OCO4)cc21)Nc1ccc(Br)cc1F
→ 16%	-16%	nt	nt	12%	-4%	-16%	-14%	-3%
- OCCC1CN(Cc2cn[nH]c2C2CCCCC2)CCN1C1CCCC1 (stereo not drawn)
→ -1%	i	-1%	i	10%	-1%	2%	6%	nt
- CCOc1ccccc1CNC(=O)C1CCCN(c2ncnc3onc(-c4ccc(F)cc4)c23)C1 (stereo not drawn)
→ 6%	-45%[inhibitor]	nt	nt	5%	nt	-29%	-19%	18%
- O=C(Cn1c2ncccc2c(=O)n1-c1ccccc1)Nc1cccc(C(F)(F)F)c1
→ -13%	-33%[inhibitor]	nt	nt	?	nt	2%	8%	19%
- C=CCN(CC=C)S(=O)(=O)c1ccc(NC(=S)NC(=O)C2CC2)cc1
→ ?	-84%[inhibitor]	1%	i	?	-20%	16%	23%	4%
- CC(=O)N1N=C(c2ccccc2)CC1c1ccccc1[N+](=O)[O-] (stereo not drawn)
→ 2%	-21%	-1%	i	4%	-5%	5%	8%	-18%
- O=C(CCCSc1ccccc1)Nc1nc(-c2ccco2)c(-c2ccco2)s1
→ ?	-5%	?	i	?	1%	-3%	29%	19%
- CC(Sc1ccc(S(=O)(=O)N2CCOCC2)cn1)c1ccccc1Cl (stereo not drawn)
→ 0%	-18%	-20%	i	?	-11%	-22%	41%	-13%
- Brc1ccccc1-n1nnc(-c2nccs2)n1
→ 6%	-61%[inhibitor]	nt	i	-7%	14%	-8%	2%	?
- Cc1ccc(S(=O)(=O)N[C@@H](C)C(=O)N2CCC(C(=O)N3CCC[C@H]3C(=O)O)CC2)cc1
→ 15%	-16%[57.5 µM]	1%&-1%	i	24%	2%	12%	4%	-4%
- O=C(CCN1C(=O)COc2ccccc21)NCCCN1CCN(c2ccc(F)cc2)CC1
→ -12%	-8%[57.5 µM]	-1%	nt	-2%	3%	13%	22%	-6%
- Cc1ccc(S(=O)(=O)Nc2ccc3c(c2)C(=O)N([C@H](C)CO)C[C@@H](C)[C@@H](CN(C)C(=O)Nc2cccc4ccccc24)O3)cc1
→ -11%	i	2%	i	?	2%	-2%	?	-1%
- CSc1nc2sc3c(c2c(=O)n1-c1ccc(C)c(Cl)c1)CCN(C(C)=O)C3
→ -2%	-17%	nt	nt	6%	nt	-28%	12%	17%
